High-throughput results deposited in PubChem BioAssay by several laboratories.
RmlCD inh mix: RmlC/RmlD inhibition, mixture screen; RmlC/RmlD coupled enzyme inhibition, 384-well mixture HTS; inhibition, % at 5.5 µM; actives 0.39% (n = 110,000); AID 1532; in the data active = inhibition above about 30%, passing the limit was not always enough; inconclusive = no clear call, values can overlap the other calls; note: strong numbers were not always called active
RT RNaseH block: inhibitors of HIV-1 reverse transcriptase RNase H; P04585; RT-RNase H RNA/DNA duplex cleavage, fluorescence; inhibition, % at 10 µM; actives 1.9% (n = 65,000); AID 565; in the data active = inhibition above about 50%
Starred values were filed as active, the others as inactive; i = inactive; ? = inconclusive; . = no result given; & = joins results of further samples. These rows are one share of the data; count on the stated rates, not on these rows.

mol,RmlCD inh mix,RT RNaseH block
O=C(CSc1nccc(=O)[nH]1)Nc1ccc(S(=O)(=O)N2CCOCC2)cc1,10,.
Cc1ccc(C)c(NS(=O)(=O)c2cc(Br)cnc2N)c1,13,2
CCOc1ccc(CCNC(=O)c2cc3sc(Cl)cc3n2C)cc1OCC,7,.
O=C(Nc1ccccc1)N1CCSCC1,.,-2
Cc1ccc(Sc2nc(C)cc(C)c2S(C)(=O)=O)cc1,-9,.
NC(=O)c1ccsc1NC(=O)COC(=O)Cc1cccc2ccccc12,-9,.
CCOC(=O)c1nn(C23CC4CC(CC(C4)C2)C3)c2c1C(=O)N(c1ccc(C)cc1)C2=O,3,.
Cc1ccc(Nc2c([N+](=O)[O-])c(=O)n(C)c3ccccc23)cc1C,-8,.
CCOC(=O)c1c(C)n(C)c2ccc(OCC(O)CN3CCC(C)CC3)cc12 (centres undefined),-18,10
COc1cc(OC)c(Cl)cc1N,-11,-11
Cc1ccc(CNC(=O)c2cn(C3CCCC3)c(=O)c3c2c2ccccc2n3C)o1,.,2
O=C(CCS(=O)(=O)c1cccc2nsnc12)NC1CCCCCC1,11,.
Cc1scc(C(=O)N/N=C/c2ccc(OC(C)C)cc2)c1C,-10,.
NC(=O)c1ccc(NC(=O)CSC2=Nc3ccccc3C3CC=NN23)cc1 (centres undefined),0,.
CC(C)CNc1cc(N2CCCC2)ccc1[N+](=O)[O-],-1,.
Cc1cccc(-c2nc(=S)c3c(o2)CCCC3)c1,-12,.

Whole records from above:
Results for NC(=O)c1ccc(NC(=O)CSC2=Nc3ccccc3C3CC=NN23)cc1 (centres undefined) = RmlCD inh mix: 0; RT RNaseH block: .
Results for CCOC(=O)c1c(C)n(C)c2ccc(OCC(O)CN3CCC(C)CC3)cc12 (centres undefined) = RmlCD inh mix: -18; RT RNaseH block: 10

Continued.
mol,RmlCD inh mix,RT RNaseH block
CCOC(=O)C1CCN(c2cc(=O)n(Cc3ccc(F)cc3)c(=O)[nH]2)CC1,-11,-6
Cc1ccc(N2C(=O)CC(Sc3ncn[nH]3)C2=O)cc1C (centres undefined),-15,.
Cc1cccc(NC(=O)CCN2C(=O)C3C4C=CC(C4)C3C2=O)c1 (centres undefined),6,.
COCCNC(=O)C(c1ccc(C)cc1)N(C(=O)CCC(=O)Nc1ccccn1)C1CCCC1 (centres undefined),.,3
CCC(Sc1ncccc1C(=O)OC(C)C)C(=O)N1CCOCC1 (centres undefined),-11,.
O=C1c2oc3ccccc3c(=O)c2C(c2cccc(F)c2)N1CCCO (centres undefined),28,-3
CCc1cccc2c(C(=O)CSc3nnc(-c4ccoc4C)n3C)c[nH]c12,91,.
CCCNC(=O)NCCc1ccncc1,2,-15
CCN(CC)C(=O)N1CCn2c(nc3ccccc32)C1,-10,.
CCCCOc1ccccc1NC(=O)c1ccco1,96,-23
CC(C)C(C)(C#N)NC(=O)CSc1nc2scc(-c3ccco3)c2c(=O)n1-c1ccccc1 (centres undefined),-10,11
O=C(Oc1ccc2c(c1)OCO2)c1ccc(F)cc1Cl,-11,-48
CN(C)S(=O)(=O)Oc1ccsc1C(=O)Nc1ccc(Cl)c(Cl)c1,11,.
COc1ccc(CCNC(=O)c2nonc2N)cc1OC,2,-28
COC(=O)c1ccc(/C=C/C(=O)c2ccc(OC)c(OC)c2)cc1,9,.
CN1C[C@@H]2C(c3ccc(C(F)(F)F)cc3)C3(c4ccc(C#N)cc4)CC2(C3)[C@H]1c1ccccc1 (some centres undefined),2,.
CC(=O)Nc1ccc(S(=O)(=O)NCCSc2ccccn2)cc1,-14,3
CCc1c(C)c(C#N)c2nc3ccccc3n2c1-n1nc(C)cc1C,.,0
CCCn1cnc2sc(C(N)=O)c(C)c2c1=O,-4,.
CC(C)NS(=O)(=O)c1ccc(OCC(=O)NCc2ccccc2)cc1,-11,2
CC(=O)C1=C(O)C(=O)N(C)C1c1ccccc1F (centres undefined),-5,1
COc1ccc(C2C(C(=O)N3CCCC3)c3cc(OC)c(OC)cc3C(=O)N2C)cc1 (centres undefined),-9,2
O=C(NCC(=O)N(c1cnc2ccccc2c1)C(C(=O)NC1CCCC1)c1ccncc1)c1ccco1 (centres undefined),.,-2
O=S(=O)(N/N=C1/CC(c2ccccc2)Oc2ccccc21)c1ccc(Br)cc1 (centres undefined),6,.
CCSC1=C(C#N)C2(CCCCC2)C(C#N)C(=O)N1 (centres undefined),-8,-8
CC(=O)c1c(O)cc(C)n(Nc2nc(C)cc(C)n2)c1=O,-5,4
O=C(C1CCCCC1)N1CCCC(c2nc(-c3ccc(F)cc3)no2)C1 (centres undefined),6,0
CN(CC(=O)NCc1ccc(F)cc1)S(=O)(=O)c1cccc2nsnc12,-3,-44
Cc1ccc(S(=O)(=O)NCc2ccco2)c(C)c1C,6,-6
Cc1ccc(OCCCC(=O)Nc2ccc(N3CCOCC3)cc2)cc1,-10,.
NC(=O)C1CCN(C(=O)c2cnn(-c3ccccc3)c2NC(=O)c2ccco2)CC1,-24,1
COCCn1c(SCC(=O)NCC2CCCO2)nc2c(c1=O)SC(C)C2 (centres undefined),-7,-3
COc1ccc(S(=O)(=O)N2CCCC(C(=O)Nc3cccc(C(C)=O)c3)C2)cc1 (centres undefined),3,-5
O=C(O)CCNC(=O)c1ccc(N=Nc2ccc(O)c(C(=O)O)c2)cc1,4,.
O=C(c1cccnc1)N1CCN(C(=O)c2ccccc2F)CC1,-8,-2
Cc1c(Cl)cccc1N=c1c([N+](=O)[O-])nn(-c2ccccc2)n1O,-7,.
C=CCOC(=O)C1=C[C@H](c2ccc(Br)cc2)C[C@H](OCc2ccc(CO)cc2)O1,-6,.
CCOC(=O)CN(C(=O)CSc1nnc(-c2ccc(OC)c(OC)c2)o1)c1ccccc1,3,4
Cc1cccc(NC(=O)CSc2nnc(Cn3nnc(-c4ccccc4)n3)n2-c2ccccc2)c1,13,-7
O=C(O)c1ccccc1SCC(=O)N1CCCCC1,-3,-12
COc1ccc(-n2c(Cc3cccn3C)nnc2SCC(=O)N2CCCc3ccccc32)cc1,-21,1
Cn1c(SCC(=O)C(C)(C)C)nnc1-c1ccccn1,5,.
COc1ccc(C2=CC(c3cccc(OC)c3)n3nnnc3N2)cc1 (centres undefined),.,-3
COc1ccc2o/c(=N\O)c(C(=O)Nc3ccccc3OC)cc2c1,6,.
CCOC(=O)c1cc2c(C(F)(F)F)cc(-c3cccnc3)nc2o1,5,12
CCOC(=O)c1[nH]c(C)c(C(=O)N2CCN(C(=O)c3ccco3)CC2)c1C,-10,2
N#C/C(=C/c1ccc(N2CCCCCC2)o1)c1ccc(F)cc1,-3,5
Cc1nn(-c2cccc3cccnc23)c(=O)c2ccccc12,8,.
Cc1cccc(-n2c(Cc3ccccc3)nnc2SCC(=O)N2CCOCC2)c1,12,-24
O=S(=O)(Cc1cc(Cl)nc(-c2ccccc2)n1)c1ccccc1,4,.
CCOC(=O)n1c(=O)n(Cc2ccc(Cl)cc2Cl)c2ccccc21,4,.
CC(C)CN(CC(C)C)c1nnc(NC(=O)Cn2c(=O)oc3ccccc32)s1,-6,.
CCOC(=O)C1=C(N)Oc2cc(C)oc(=O)c2C12C(=O)N1c3c(cccc32)C(C)CC1(C)C (centres undefined),9,6
O=C(CSc1ccc2nnc(-c3ccccn3)n2n1)NCc1ccc2c(c1)OCO2,.,-18
CCOC(=O)Nc1ccc2c(c1)Sc1ccccc1N2C(=O)CCN1CCOCC1,i,-6
COc1ccc(OCC(=O)Nc2ccc(S(=O)(=O)N3CCCCCC3)cc2)cc1,-7,-4

Later entries:
mol,RmlCD inh mix,RT RNaseH block
Cc1nnc(SCCn2c(N3CCC(C)CC3)nc3c2c(=O)[nH]c(=O)n3C)s1,-13,-4
CC(C(=O)Nc1cc(C(F)(F)F)ccc1N1CCOCC1)N1C(=O)C2CC=CCC2C1=O (centres undefined),4,4
Nc1cc(-c2cccc(F)c2)nn1S(=O)(=O)c1cccc2nsnc12,3,-86
COc1ccc2nc(SCC(=O)N3CCNC3=O)[nH]c2c1,7,-24
CC(C)CCn1c(N2CCN(Cc3ccccc3)CC2)nc2c1c(=O)[nH]c(=O)n2C,.,5
Cc1cccc(S(=O)(=O)NCCC(=O)OC(C)C(=O)NC(=O)NC2CCCCC2)c1 (centres undefined),6,1
COc1ccccc1CC(=O)Nc1ccc(-c2noc(COc3ccc(Cl)c(C)c3)n2)cc1,6,.
c1ccc2c(c1)sc1nnnn12,.,-7
CCSc1nnc(-c2ccc(S(=O)(=O)N3CCCC3)cc2)n1C,4,-2
CSc1ccccc1NC(=O)c1ccco1,-14,-7
O=C(O)C[C@H]1c2cc(C(F)(F)F)ccc2S(=O)(=O)N1C1CCCC1,-10,.
CC1=NN(C(N)=S)C(=O)C1N=Nc1ccccc1C (centres undefined),3,.
O=C(c1ccc(F)cc1)N1CCCCC(Sc2nnnn2-c2ccccc2)C1=O (centres undefined),-7,.
COCCCNc1ncnc2nc[nH]c12,-9,0
CCOC(=O)Cn1c(N)c(C(=O)OC)sc1=S,-10,56*
Cc1ccc2nc(-c3ccc(Br)o3)oc(=O)c2c1,8,.

A different layout for part of the listing above:
COCCCNc1ncnc2nc[nH]c12
- RmlCD inh mix = -9
- RT RNaseH block = 0

CCOC(=O)Cn1c(N)c(C(=O)OC)sc1=S
- RmlCD inh mix = -10
- RT RNaseH block = 56*

Cc1ccc2nc(-c3ccc(Br)o3)oc(=O)c2c1
- RmlCD inh mix = 8
- RT RNaseH block = .

Other compounds
mol,RmlCD inh mix,RT RNaseH block
O=C1NC(=O)C(CCc2ccncc2)(C2CCCCC2)C(=O)N1,.,5
CSc1ccc(S(=O)(=O)NCCSc2ccccn2)cc1,9,.
Cn1c(SCc2nc3ccccc3s2)nnc1-c1ccc2c(c1)OCO2,-3,-9
Cn1c(=O)[nH]c(=O)c2c1nc(CN1CCOCC1)n2CCCO,-13,-8
S=c1[nH]ncn1-c1ccccn1,8,6
COc1ccc(Cl)c(Cn2c(NCCCN(C)C)nc3c2c(=O)n(C)c(=O)n3C)c1,6,-9
Cc1ccc2nc(N3CCN(S(=O)(=O)c4ccc(C)c(Cl)c4)CC3)c(C#N)cc2c1,56,.
O=C(O)c1sccc1SCc1ccc(Cl)c(Cl)c1,-10,.
Cc1ccc(-c2nc3ccccc3o2)cc1NC(=S)NC(=O)/C=C/c1ccco1,10,.
CCOC(=O)CSc1nnc(NC(=O)c2cccc(S(=O)(=O)N3CCCC3)c2)s1,5,-1
CCOC(=O)c1c(C)[nH]c(C(=O)OCC(=O)N2CC(C)OC(C)C2)c1C (centres undefined),2,1
O=C(COc1ccc2ccccc2c1CN1CCOCC1)N1CCc2ccccc21,-5,-40
CCOC(=O)c1c(NC(=S)Nc2ccccc2)sc2c1CCN(C)C2,12,.
CCCNc1ncnc2sc(C)c(C)c12,-11,0
O=C(C1=C(O)C(=O)N(c2ncccn2)C1c1ccc(Cl)cc1)c1ccco1 (centres undefined),12,.
O=C(COc1ccccc1)N(Cc1ccccc1)c1nc(-c2ccccc2)cs1,9,.
O=C(c1cc2ccccc2o1)N1CCN(c2ccccc2Cl)CC1,3,-11
CCN(CC)S(=O)(=O)c1ccc2c(c1)nc(SCC(N)=O)n2-c1ccc(OC)cc1,-16,.
COC(=O)c1cc(OC)c(OC)cc1NC(=O)c1c(-c2ccccc2Cl)noc1C,-12,-11
CCCCCCCCn1cc(C(C)=O)c(=O)[nH]c1=O,7,.
CC1=NOC(=O)/C1=C/c1ccc(-c2ccc(Cl)cc2)o1,8,.
COCC(=O)NCc1ccc2c(c1)OCO2,6,8
CCCC(=O)N1CC(=O)Nc2ccc(F)cc2C1c1ccccc1 (centres undefined),-7,-1
COc1cc(NC(=O)c2ccno2)cc(C(=O)Nc2cccc(C(F)(F)F)c2)c1,2,.
Nn1c(Nc2ccccc2)nc2ccccc2c1=O,-12,2
Clc1ccc(OCc2nc(-c3ccncc3)no2)c(Br)c1,.,-60
COc1ccc(/C=N/NC(=O)c2ccoc2C)cc1COc1ccc(Cl)cc1,-10,.
CCOC(=O)CSc1nc2cc(C(=O)NCc3ccco3)ccc2c(=O)n1C1CCCCC1,14,73*
CCN(CC)S(=O)(=O)c1ccc(C(=O)Nc2ccc(OCC(=O)N3CCOCC3)cc2)cc1,-2,-16
Cc1cc(NC(=O)CSc2nnc3c(C)cc4ccccc4n23)no1,-8,-11
Cc1ccc(C)n1CCN1CCN(CC(=O)Nc2cc(C(F)(F)F)ccc2Cl)CC1,-10,4
Cc1cc(C(=O)Nc2ccc3c(c2)OCO3)cs1,-10,3
CSCCC(NC(=O)c1ccccc1)C(=O)NC1CCCC1 (centres undefined),8,2
Cn1c[n+](C)cc1C(O)c1ccccc1 (centres undefined),9&10,1
Cc1ccc(-n2nc(C)c(C3C(C#N)=C(N)OC4=C3C(=O)CCC4)c2Cl)cc1 (centres undefined),.,-19
COCCN1Cc2cccc(C(=O)N3CCN(c4ccccc4)CC3)c2C1=O,-10,.
COc1ccc(Cl)cc1C(=O)Nn1cnc2ccccc2c1=O,?,-3
Cc1ccc2[nH]cc(C(=O)CN3CCN(c4ccccn4)CC3)c2c1,14,3
